# aSyn rescue – inhibitors of alpha-synuclein toxicity in yeast | Yeast expressing alpha-synuclein, growth rescue, BacTiter-Glo, 24 h | Potency, µM (highest dose often 46.1 µM), without a hit: at the top dose growth rescue (activation), most hits filed as activators | 370,000 tested, 0.14% active | AID 652106; further: potency means the concentration at half of the fitted maximal effect; % of control where 0% means no effect; nearly all actives have a fitted effect of over 65% in size
#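 Screening used galactose-induced yeast with toxic alpha-synuclein levels, exposed to compound for 24 hr at 30 deg C. Cell growth, read with BacTiter-Glo luminescence, gave the measured signal.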
# GLP-1R inv ag – inverse agonists of human GLP-1 receptor; AID 624417; P43220; Potency, µM (top dose mostly 38.3 µM), for inactives: top-dose activity change, negative = inhibition, hits mostly inhibitors; 410,000 tested, 1.6% active; HEK293 GLP-1R CRE-luciferase, luminescence, 24 h; GLP-1R form is constitutively active; further: potency means the concentration at half of the fitted maximal effect; on the % scale 0 is the no-effect control and ±100 the full control effect; nearly all actives have a fitted effect of over 55% in size
# Target sequence (P43220 whole entry, looked up): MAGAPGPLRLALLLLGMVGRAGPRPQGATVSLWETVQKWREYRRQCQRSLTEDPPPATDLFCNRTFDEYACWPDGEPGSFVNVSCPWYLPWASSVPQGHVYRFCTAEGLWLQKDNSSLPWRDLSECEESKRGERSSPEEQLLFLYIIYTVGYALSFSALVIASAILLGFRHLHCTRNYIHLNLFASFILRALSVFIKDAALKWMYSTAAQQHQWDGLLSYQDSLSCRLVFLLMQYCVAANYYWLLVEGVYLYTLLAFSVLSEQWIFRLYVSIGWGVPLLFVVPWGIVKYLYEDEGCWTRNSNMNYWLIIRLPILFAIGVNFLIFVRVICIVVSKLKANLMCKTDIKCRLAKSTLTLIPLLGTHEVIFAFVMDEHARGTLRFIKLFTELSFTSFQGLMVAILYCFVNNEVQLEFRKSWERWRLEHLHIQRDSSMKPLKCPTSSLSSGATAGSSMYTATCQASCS
#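 Seeding at 200 cells/uL, 12 h culture, 24 hr compound treatment, then luciferase reagent and a luminescence read; cells are HEK293 stably expressing a constitutively active GLP-1R plus cAMP-responsive luciferase.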
# Mm-Cpn inhibitor – M. maripaludis TRiC chaperonin inhibition; purified Mm-Cpn ATPase, ADP Transcreener TR-FRET; Potency, µM (doses to about 76.9 µM), for the others: at the top dose activity, negative = inhibition, hits mostly inhibitors; 330,000 tested, 0.031% active; further: potency means the concentration at half of the fitted maximal effect; on the % scale 0 is the no-effect control and ±100 the full control effect; nearly all actives have a fitted effect of over 80% in size
#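 25 nM Mm-CPN + cpd, 10 min 37°C; + 10 uM ATP, 30 min 37°C; buffer 30 mM Tris pH 7.4, 100 mM KCl, 5 mM MgCl2, 1 mM DTT; Transcreener ADP HTRF detection 30 min RT.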
# TDP43 rescue – rescues yeast growth from TDP-43 toxicity; TDP-43 expressing yeast growth rescue, BacTiter-Glo, 24 h; Potency, µM (titrated, usually from 46.1 µM), for the others: top-dose growth rescue (activation), actives largely listed as activators; 410,000 tested, 1.8% active; further: potency means the concentration at half of the fitted maximal effect; % of control where 0% means no effect; nearly all actives have a fitted effect of over 50% in size
#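 In this qHTS, compounds that restore growth of yeast expressing TDP-43 appear as activators. Cells (OD600=0.02, galactose medium, raffinose-pregrown) are incubated with compound 24 hr at 30 deg C and growth is quantified by BacTiter-Glo.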
# Abeta yeast res – restores growth of yeast expressing A-beta42 peptide. 410,000 tested, 0.063% active. yeast expressing A-beta42, growth rescue, OD600, 48 h; response scale: 0% DMSO, 100% iron-clioquinol control. Potency, µM (doses to about 46.1 µM), for the others: at the top dose growth rescue, most hits filed as activators; further: potency means the concentration at half of the fitted maximal effect; nearly all actives have a fitted effect of over 55% in size
#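 Yeast A-beta toxicity model in growth medium with pinned compounds, 48 h at 30 C; growth read as absorbance at 600 nm. Normalized to FeCl3/clioquinol equimolar mix (positive) and DMSO (negative).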
# PTHR1 agonist – agonists of human PTHR1 parathyroid hormone receptor; HEK293 GP2 PTHR1 cells, GloSensor cAMP luminescence, 1 h; Q03431; Potency, µM (top dose mostly 115 µM), for inactives: at the top dose activation, most hits filed as activators; 410,000 tested, 0.075% active; further: potency means the concentration at half of the fitted maximal effect; nearly all actives have a fitted effect of over 55% in size; some results filed as inactive show a strong effect at the top dose; inactives centre near -15; many of its hits are not listed in these tables
#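 HEK-293-derived GP2 cells expressing PTHR1 and a GloSensor cAMP reporter, 3,000/well, plated overnight, given luciferin plus IBMX (each 0.5 mM as added) for 1 h at 37 °C, then compound for 1 h at 37 °C. Luminescence was read after 15 min at room temperature.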
# pAkt inh – blocks phosphorylation of Akt; 360,000 tested, 0.32% active; Neuro2A IGF-stimulated pAkt S473 HTRF, 20 min; hits give low values; activity change, % for hits at 50 µM; in the data active means activity change below about -80%; inconclusive means mostly about -51% to -80%; further: on the % scale 0 is the no-effect control and ±100 the full control effect
#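 Single-point screen (50 µM final compound) in Neuro2A cells stimulated 20 min with 6 nM IGF at 37 deg C. After lysis, Ser473-phosphorylated Akt read by HTRF (ex 330 nm, em 615/665 nm) as the 665/615 ratio.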
# GLP1R cytotox – cytotoxicity counter-screen for GLP-1 receptor inverse agonists; 410,000 tested, 0.13% active; AID 624418; Potency, µM (doses to about 38.3 µM), without a hit: at the highest dose activity change, negative = inhibition, hits mostly inhibitors; HEK293 cAMP-luciferase reporter cells, luminescence, 24 h;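 further: loss of luciferase light is scored as toxicity; potency means the concentration at half of the fitted maximal effect; on the % scale 0 is the no-effect control and ±100 the full control effect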
#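 1536-well qHTS counterscreen of the MLSMR; 200 cells/uL, 12 h pre-incubation, 23 nL cpd, 24 h at 37 deg C 5% CO2, luciferase detection reagent, 12 min RT, luminescence. Inhibition = undesired.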
# FUS suppressor – FUS proteinopathy suppression in yeast; S. cerevisiae FUS-expressing, growth rescue, OD600, 24 h; AID 1347120; 390,000 tested, 0.24% active; Potency, µM (titrated, usually from 76.6 µM), inactives show at the top dose growth rescue (activation), actives largely listed as activators;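 further: potency means the concentration at half of the fitted maximal effect; plate controls were DMSO vehicle for no effect and reference control for full effect; nearly all actives have a fitted effect of over 55% in size; some results filed as inactive show a strong effect at the top dose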
#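 Compound concentration series was pinned onto galactose-induced FUS-expressing yeast seeded at OD 0.005. Plates sat 24hr at 30C; absorbance at 600 nm gave growth. DMSO served as background control.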
# Active calls of the source: *; i = inactive; ? = inconclusive; . = not tested or not shown; & = joins results of further samples; [ ] = remark or other dose. Unless noted, the call rests on the fitted dose curve; in most records, active means well fitted curve in the direction sought with a large enough effect; inconclusive means small, poorly fitted or top-dose-only effect, or another doubt; inactive means no such curve, though single readings can be large; an effect the other way counts as inactive or inconclusive.
SMILES,aSyn rescue,GLP-1R inv ag,Mm-Cpn inhibitor,TDP43 rescue,Abeta yeast res,PTHR1 agonist,pAkt inh,GLP1R cytotox,FUS suppressor
COC(=O)c1nc2n(n1)C(c1cccc(Cl)c1)C(C(=O)Nc1ccccc1OC)=C(C)N2 (configuration not stated),.,4%,.,5%,-13%,-43%[inhibitor],.,3%,?
Cc1cccc(Oc2ncc(-c3ccc(Cl)cc3)cn2)c1,-1%,-1%,1%,-7%,17%,i,i,9%,-23%
CC(C)CC1CC(C)(c2csc(NNC(=O)c3ccccc3)n2)OC1=O (configuration not stated),11%,?,3%,14%,10%,-21%,i,4%,-3%
O=C1CCC(C2CCc3cc(O)ccc3C2)C1 (configuration not stated),17%,28%,.,?,-1%,-11%,i,-4%,-16%
Cc1ccc(S(=O)(=O)NCC(=O)N(CC(=O)NC2CCCC2)c2ccc3c(c2)OCCO3)cc1,-3%,0%,-1%,?,-1%,i,i,-3%,.
Cc1ccc(C(C)C)c(OCC(=O)NN=C2CCCCCCC2)c1,2%,-20%,0%,13%,19%,-15%,i,?,10%
C=CCc1ccc(OCCCCNC(C)CC)c(OC)c1 (configuration not stated),-1%,?,-1%,7%,6%,i,i,20%,.
CCOC(=O)c1nn(-c2ccc(F)cc2)c(=O)cc1OCC(=O)Nc1ccc(OCC)cc1,-2%,26%,0%,-8%,-8%,i,i,0%,15%
CCC(C)C(=O)Nc1cc(Cl)ccc1C(=O)O (configuration not stated),-10%,-4%,3%,4%,11%,-18%,i,-2%,4%
COc1ccc(Cn2c(N)c(C#N)c3nc4ccccc4nc32)cc1OC,0%,111%[activator],-2%,-3%,3%,i,i,125%[activator],30%
CC(=O)Nc1ccc(NC(=O)CSc2nc3ccccc3nc2N2CCCCC2)cc1,6%,-16%&7%,-5%,4%&24%,18%&7%,-7%&-25%,i,?,-9%&7%
COc1ccccc1C(=O)NCC(=O)N/N=C/c1cc(Br)ccc1OCc1ccccc1,0%,?,-2%,-5%,-4%,-1%,i,-1%,22%
COc1ccccc1-c1cc2nc(C)c(CCC(=O)Nc3cc(C)ccc3C)c(C)n2n1,.,2%,.,9%,-3%,-4%,.,-1%,-15%
O=C(O)c1ccc(/C=C/c2nc3ccccc3c(=O)[nH]2)cc1,-5%,5%,1%,-28%,-17%,-6%,i,0%,20%
COc1ccc(C(CNS(=O)(=O)c2ccc(NC(C)=O)c(OC)c2)N2CCCC2)cc1 (configuration not stated),1%,-17%,2%,12%,4%,i,i,9%,16%
COc1ccc(C)cc1NC(=O)CSc1nnc(CC(=O)Nc2ccccc2C)n1C,2%,1%,1%,-14%,4%,-5%[57.5 µM],i,-10%,12%
CC(=O)N1CCOc2cc(S(=O)(=O)NCc3ccc(F)cc3)c(C)cc21,-6%,8%&11%,0%,22%&0%,-11%&6%,-11%&-4%,i,2%&-10%,4%&-21%
CCC(C(=O)NCc1ccncc1)c1ccccc1 (configuration not stated),-4%,11%,-1%,-20%,9%,-4%,i,2%,11%
O=C(Nc1ccc2sccc2c1)c1ccc(Cl)s1,1%,-2%,-9%,18%,-3%,i,i,1%,-22%
COCCN(C)Cc1cn(-c2ccc(F)cc2F)nc1-c1ccccc1C,16%,?,-3%,-31%[inhibitor],-14%,?,i,-3%,17%
CCCc1nnc(NC(=O)Cn2c(=O)oc3ccccc32)s1,2%,7%,1%,0%,1%,-13%[57.5 µM],i,-1%,35%
O=C(CSCC(=O)OCC(=O)N1CCN(C(=O)c2ccco2)CC1)Nc1ccc(Cl)cc1,-1%,-4%,.,-5%,2%,15%,i,2%,-9%
Cc1ccc(/C=C/c2ccc(=O)n(Cc3ccc(Cl)cc3Cl)n2)cc1,-1%,3%,1%,-13%,9%,-1%,i,17%,-26%
Cc1ccc(OCCC(=O)OCC(=O)N2CCN(S(=O)(=O)c3ccc(C)cc3)CC2)cc1,15%,0%,-2%,23%,19%,-35%[inhibitor],i,-2%,1%
Nc1c(/C=C2\C=Nc3ccccc32)c(=O)nc2sc(CC(=O)N3CCOCC3)nn12,3%,5%,2%,12%,-5%,-13%,.,?,0%
Cc1cccn2c(=O)c3cc(C(=O)N4COCC4(C)C)n(C)c3nc12,-8%,16%,0%,3%,-10%,-7%,i,0%,-42%

# Random excerpt: 2 entries already listed
SMILES,aSyn rescue,GLP-1R inv ag,Mm-Cpn inhibitor,TDP43 rescue,Abeta yeast res,PTHR1 agonist,pAkt inh,GLP1R cytotox,FUS suppressor
Cc1ccc(OCCC(=O)OCC(=O)N2CCN(S(=O)(=O)c3ccc(C)cc3)CC2)cc1,15%,0%,-2%,23%,19%,-35%[inhibitor],i,-2%,1%
C=CCc1ccc(OCCCCNC(C)CC)c(OC)c1 (configuration not stated),-1%,?,-1%,7%,6%,i,i,20%,.

# Part of the list above in order of molar mass, highest first.
SMILES,aSyn rescue,GLP-1R inv ag,Mm-Cpn inhibitor,TDP43 rescue,Abeta yeast res,PTHR1 agonist,pAkt inh,GLP1R cytotox,FUS suppressor
COc1ccccc1C(=O)NCC(=O)N/N=C/c1cc(Br)ccc1OCc1ccccc1,0%,?,-2%,-5%,-4%,-1%,i,-1%,22%
Cc1ccc(S(=O)(=O)NCC(=O)N(CC(=O)NC2CCCC2)c2ccc3c(c2)OCCO3)cc1,-3%,0%,-1%,?,-1%,i,i,-3%,.
Cc1ccc(OCCC(=O)OCC(=O)N2CCN(S(=O)(=O)c3ccc(C)cc3)CC2)cc1,15%,0%,-2%,23%,19%,-35%[inhibitor],i,-2%,1%
COc1ccc(C)cc1NC(=O)CSc1nnc(CC(=O)Nc2ccccc2C)n1C,2%,1%,1%,-14%,4%,-5%[57.5 µM],i,-10%,12%
COc1ccc(Cn2c(N)c(C#N)c3nc4ccccc4nc32)cc1OC,0%,111%[activator],-2%,-3%,3%,i,i,125%[activator],30%
Cc1ccc(C(C)C)c(OCC(=O)NN=C2CCCCCCC2)c1,2%,-20%,0%,13%,19%,-15%,i,?,10%
Cc1cccc(Oc2ncc(-c3ccc(Cl)cc3)cn2)c1,-1%,-1%,1%,-7%,17%,i,i,9%,-23%

# From PubChem BioAssay

# A portion of the library, so the mix of outcomes need not match the whole.
